# Compound activity from PubChem.
# mcGAS lum: inhibitors of mouse cGAS. Q8C6L5. recombinant cGAS, Kinase-Glo ATP depletion luminescence. inhibition, % at 12.5 µM. actives 0.15% (n = 160,000). AID 1259399;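 also: 0% = negative control wells and 100% = reference inhibitor with no enzyme activity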
# NPYLR7 agonist: activates Aedes aegypti NPYLR7 receptor | actives 0.15% (n = 270,000) | activation, % at 10 µM | HEK293T NPYLR7/Galpha15, GCaMP6s calcium fluorescence; in the data active = activation above about 40%;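 also: 0% = vehicle and 100% = reference agonist at the receptor; some compounds past the cut are filed as inactive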
# hcGAS lum: inhibitors of human cGAS; Q8N884; recombinant h-cGAS, ATP depletion, Kinase-Glo luminescence; inhibition, % at 12.5 µM; actives 0.081% (n = 290,000);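 also: 0% = vehicle reaction and 100% = reaction without DNA for no activity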
# Target sequence (Q8N884 whole entry, looked up): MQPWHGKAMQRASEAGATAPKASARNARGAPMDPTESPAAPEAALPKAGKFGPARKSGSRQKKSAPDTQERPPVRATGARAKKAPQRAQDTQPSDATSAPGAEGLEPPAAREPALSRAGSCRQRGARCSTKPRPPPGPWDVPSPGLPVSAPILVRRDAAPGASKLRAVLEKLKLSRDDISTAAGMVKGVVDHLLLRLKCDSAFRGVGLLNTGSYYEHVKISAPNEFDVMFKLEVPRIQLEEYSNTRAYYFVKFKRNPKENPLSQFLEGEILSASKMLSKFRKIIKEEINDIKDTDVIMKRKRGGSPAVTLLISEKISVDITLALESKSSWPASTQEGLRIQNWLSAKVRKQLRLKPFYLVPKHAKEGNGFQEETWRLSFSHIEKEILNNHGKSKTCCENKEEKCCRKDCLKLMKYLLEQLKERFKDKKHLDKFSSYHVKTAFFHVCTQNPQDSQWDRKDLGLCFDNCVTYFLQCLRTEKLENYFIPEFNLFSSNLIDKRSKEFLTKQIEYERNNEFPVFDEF
# * = called active by the depositor; nt = no result given. Rule as the data show it, unless noted: active = inhibition above about 40%; inactive = the rest.
# The first three records (preview)
SMILES,mcGAS lum,NPYLR7 agonist,hcGAS lum
CCC(C)N(Cc1ccccc1F)C(=O)c1cn(C)c2ccccc2c1=O (stereo not drawn),-13,3,-10
O=c1[nH]cccc1-c1ccc2c(c1)OCO2,nt,12,-8
COc1cc(OC)c(NC(=O)NCCNc2cc(-n3nc(C)cc3C)ncn2)cc1Cl,-4,-6,-1

# All compounds of this part, from the first entry:
SMILES,mcGAS lum,NPYLR7 agonist,hcGAS lum
CCC(C)N(Cc1ccccc1F)C(=O)c1cn(C)c2ccccc2c1=O (stereo not drawn),-13,3,-10
O=c1[nH]cccc1-c1ccc2c(c1)OCO2,nt,12,-8
COc1cc(OC)c(NC(=O)NCCNc2cc(-n3nc(C)cc3C)ncn2)cc1Cl,-4,-6,-1
COc1cccc(C2CC2C(=O)NCC(c2ccsc2)N(C)C)c1 (stereo not drawn),nt,-6,-8
c1ccc(-c2noc(CSc3nnc(-c4ccccc4)o3)n2)cc1,nt,0,-7
CC1CCC(N(C(=O)NC2CC2)C2CC2)CC1 (stereo not drawn),-1,0,6
COc1cc2c(cc1OC)-c1cc3cc(OC)c(OC)cc3c(=O)n1CC2,-3,6,-2
Cn1ncc2c(N3CCOCC3)nc(N3CCOCC3)nc21,-7,2,-6
O=C1CCC2(CCN1)CCN(C(=O)c1cc3ccccc3[nH]1)CC2,-14,2,-5
CCC(c1ccccn1)N(C)C(=O)c1onc2ccccc12 (stereo not drawn),nt,10,-6
O=C(O)C#Cc1ccc2c(c1)OCO2,nt,7,-6
COc1ccccc1NC(=O)Cc1ccc(N2CCCC2=O)cc1,nt,-7,2
Cc1nc2ccccc2nc1N1CCN(C(=O)c2ccc3c(c2)OCO3)CC1,1,nt,2
Cn1nc(NC(=O)c2cccc(Cl)c2)c2c1NC(=O)CC2c1ccccc1 (stereo not drawn),-5,-15,0
COc1ccc(OC)c(Nc2nc(-c3c(C)nc4sccn34)cs2)c1,-6,-16,-2
CC(C)NC(=O)NC12CC3CC(CC(C3)C1)C2,nt,3,-5
Cc1cc(C(=O)c2sc3ccccc3c2O)c(C)n1C,-15,7,-3
CCOC(=O)C1CCN(CC(=O)N2N=C(c3ccc(OC)cc3)CC2c2ccco2)CC1 (stereo not drawn),-3,-3,-1
COc1cccc(-c2cnc(-c3ccc(CNC(=O)CC(C)C)cc3)[nH]2)c1,-4,-1,-5
CCc1cc(CN(C)Cc2ccc(NC(C)=O)cc2)on1,-14,4,-7
Cc1cnc(C)c(N2CCN(Cc3nc(-c4cc5c(cc4Cl)OCO5)oc3C)CC2)n1,nt,5,-6
CCCCc1nc(N2CCN(CCOc3ccccc3)CC2)c2c3c(sc2n1)CCCC3,-2,3,0
COc1cccc(C(=O)N2CCC(=O)N(C)C[C@H]3COc4ccc(C)cc4[C@H]32)c1,-1,-8,6
COc1ccccc1NC(=O)CSc1nc(=O)n(CCN2CCOCC2)c2c1CCC2,-9,0,-3
NC(=O)CN1C2CCC(O)(CC2)C1CN1CCOCC1 (stereo not drawn),-7,16,0
CC(C)Cn1c(CN2CCOCC2)nc2c1c(=O)[nH]c(=O)n2C,nt,-8,2
CCN(Cc1cccc(C(N)=O)c1)c1ccccc1C,nt,-16,0
COc1ccc(-c2nc3ccc(C)cn3c2NC(=O)Cc2ccc(F)cc2)cc1,-9,-5,-6
CCCC(C)c1nnc(NC(=O)c2ccc(NC(C)=O)cc2Cl)s1 (stereo not drawn),nt,18,-3
Cc1nccc(-c2cccc(NC(=O)c3ccccc3C3CCNC3)c2)n1 (stereo not drawn),nt,1,-6
CC(O)CN1CCN(C(=O)c2cc(Cl)c(Cl)n2C)CC1 (stereo not drawn),nt,5,-2
COc1ccc(CCNC(=O)c2ccc(Cl)cc2NS(=O)(=O)c2ccc(C)cc2OC)cc1,-9,28,-4
CC1CCN(Cc2nc3c(c(=O)n(C)c(=O)n3C)n2CCN2CCOCC2)CC1,-9,4,-6
CCCCN(CC(=O)N1CC(=O)N(c2cccc(C)c2)C1)C(=O)C(C)(C)CCl,-8,nt,-2
CCCc1nc(N2CCCN(S(=O)(=O)c3ccc(OC)cc3)CC2)c2c(-c3cccc(C(F)(F)F)c3)noc2n1,0,2,3
O=C1/C(=C/c2cc3cc(Br)ccc3o2)Oc2c1ccc(O)c2CN1CCOCC1,-4,28,-4
Cc1c(C)c(C(=O)NCc2cccc(C(F)(F)F)c2)n(Cc2ccccc2F)c1C,-4,26,-4
O=C(CN1CN(c2ccccc2)C2(CCN(C(=O)c3ccc([N+](=O)[O-])cc3Cl)CC2)C1=O)NCC1CCCO1 (stereo not drawn),-4,10,-4
C=CCn1c(SCc2ccc(C(=O)N3CCN(c4ccccc4F)CC3)cc2)nnc1-c1ccco1,-8,0,-3
Cc1cccc(C2c3cccn3-c3ccccc3N2C(=O)CN(C(=O)Nc2ccc(C)c(C)c2)C2CC2)c1 (stereo not drawn),-6,5,-3
Cc1ccc(-c2nn(C)c(=O)c3c2CCCC3)cc1S(=O)(=O)NC(C)c1ccccc1 (stereo not drawn),-7,-3,-5
O=C(COC(=O)C=Cc1ccc(I)o1)CN1CCN(C(=O)c2ccco2)CC1,-5,3,-6
COc1cc(CNC(=O)Nc2nc(C(N)C3CCCCC3)cs2)cc(OC)c1OC (stereo not drawn),-7,-3,-8
CC(NS(C)(=O)=O)c1n[nH]c(C2CC2)n1 (stereo not drawn),-2,nt,-1
O=C(N=Nc1c(O)[nH]c2ccccc12)c1cccc(Cl)c1,-5,4,-6
COc1ccccc1NC(=O)N(Cc1ccccc1F)CC1CC(c2ccc(Cl)cc2)=NO1 (stereo not drawn),-10,26,-10
COc1cccc(CC2(CO)CCCN(c3nc(C)ncc3C)C2)c1 (stereo not drawn),nt,2,-10
CCNS(=O)(=O)c1c(C)cc(C)c(N(C)S(=O)(=O)c2ccccc2)c1C,-6,6,-6
O=C1COCc2cc(-c3cccnc3)ccc2N1CC1CC1,nt,-2,5
CC(C)(C)c1ccc(COc2coc(CN3CCCN(C(=O)C45CC[C@@](C)(C(=O)O4)C5(C)C)CC3)cc2=O)cc1,-6,35,-11
COc1cc(Nc2ccc(NC(=O)Nc3ccccc3)cc2)nc(C)n1,-6,10,-7
CCCOc1cccn2c(N(C)C(=O)C(C)C)c(CC)nc12,-2,3,-2
COc1ccc(S(=O)(=O)n2nc(C)c(S(=O)(=O)N3CCCC(C)C3)c2C)cc1 (stereo not drawn),nt,1,-10
O=C(NCc1ccccc1)NC1(C(=O)NCc2nnc3n2CCC3)CCCC1,nt,8,-8
Cc1[nH]c2ccc(CNC(=O)[C@@H](O)Cc3ccccc3)cc2c1C,-13,nt,-4
CN(Cc1ccccc1)Cc1cc(C(=O)N(C)Cc2nccn2C)no1,-18,-6,-2
CC1CC(=O)N(Cc2ccccc2)c2ccccc2N1C(=O)C1CC(=O)N(C2CC2)C1 (stereo not drawn),-16,5,-5
CCCCCCc1ccc(C(=O)N(Cc2ccc(OS(=O)(=O)c3cccc(C(F)(F)F)c3)cc2)C(C)CC)cc1 (stereo not drawn),-5,nt,-2
Cc1ccc(Cn2nnc(C(=O)Nc3ccc(C)cc3)c2N)cc1,1,0,3
COc1ccccc1CC(=O)N1CCOC(COCc2cccc(C)c2)C1 (stereo not drawn),1,1,-3

# Carrying on.
SMILES,mcGAS lum,NPYLR7 agonist,hcGAS lum
O=C(NCc1ccco1)[C@@]1(OCc2cccc(C(F)(F)F)c2)CC(OCc2c(F)cccc2F)[C@H](O)[C@H](O)C1 (stereo partly drawn),-6,-3,-9
CN1CCN(c2ncnc3c2cnn3-c2ccc(Cl)cc2)CC1,nt,-2,-3
Cc1ccc(-n2c(=O)c3ccccc3n(CC(=O)NCc3cccc(C(F)(F)F)c3)c2=O)cc1Cl,-5,9,-2
Oc1ccc(Br)cc1C=NN1CCN(Cc2cccc3ccccc23)CC1,-6,-6,-7
COc1cc(NC(=O)C2(CC(=O)NC(C)(C)C)CCCC2)c(OC)cc1Cl,-6,9,-4
COCC(O)CN(C)c1ccc(C#N)cc1C(F)(F)F (stereo not drawn),nt,-2,-6
CNC(=O)c1cn(-c2ccccc2Cl)nc1-c1ccc(C)cc1,-6,0,3
Cc1ccccc1C1(O)CCN(C(=O)Cc2cc(=O)[nH][nH]c2=O)C1 (stereo not drawn),nt,-1,-8
CCCn1cc(C(=O)O)c2nn(-c3ccccc3)c(=O)c-2c1,nt,-8,-5
Cc1cc(C(=O)N2CCN(Cc3cccc(-c4noc(-c5cccnc5)n4)c3)CC2)cc(Cl)n1,-6,-5,-3
CCc1nc2n(n1)C(=O)C(C(c1ccc([N+](=O)[O-])cc1)N1CCN(C(C)=O)CC1)S2 (stereo not drawn),-7,-2,-4
COc1cc(OC)cc(C(=O)NCc2nnc(SCc3ccccc3C)n2-c2cc(Cl)ccc2Cl)c1,-4,27,-2
O=C1NC2(CCN(C(=O)Cc3cccs3)CC2)Nc2ccc(Cl)cc21,-2,1,0
O=C(c1cc(COc2ccc(F)cc2F)[nH]n1)N1C[C@H]2CCC[C@@]2(CO)C1,nt,13,-14
COC(=O)CN1C(=O)N(CCc2ccccc2)C2(CCN(C3CCOCC3)CC2)C1=O,-6,20,-8
CC(=O)C1=C(O)C(=O)OC12C(=O)c1ccccc1C2=O,-4,19,-4
Cc1cc(Oc2ccccc2Cl)nc(SCc2ccccc2C)n1,1,-13,11
COc1cccc(C(=O)CSc2nnc(-c3ccco3)n2C)c1,nt,11,-5

# Four entries drawn at random from the list so far:
SMILES,mcGAS lum,NPYLR7 agonist,hcGAS lum
Cc1ccccc1C1(O)CCN(C(=O)Cc2cc(=O)[nH][nH]c2=O)C1 (stereo not drawn),nt,-1,-8
Cc1ccc(-n2c(=O)c3ccccc3n(CC(=O)NCc3cccc(C(F)(F)F)c3)c2=O)cc1Cl,-5,9,-2
COC(=O)CN1C(=O)N(CCc2ccccc2)C2(CCN(C3CCOCC3)CC2)C1=O,-6,20,-8
O=C(c1cc(COc2ccc(F)cc2F)[nH]n1)N1C[C@H]2CCC[C@@]2(CO)C1,nt,13,-14

# For reference, some entries already given.
SMILES,mcGAS lum,NPYLR7 agonist,hcGAS lum
Cc1cc(Oc2ccccc2Cl)nc(SCc2ccccc2C)n1,1,-13,11
COc1cccc(C(=O)CSc2nnc(-c3ccco3)n2C)c1,nt,11,-5
